N370S GC: qHTS Assay for Inhibitors and Activators of N370S glucocerebrosidase as a Potential Chaperone Treatment of Gaucher Disease; Potency, µM (top dose mostly 59.4 µM), inactives show top-dose activity change, negative = inhibition, actives largely listed as inhibitors; 0.092% of 330,000 active; N370S GC spleen homogenate, 4MU-glucoside fluorescence; AID 2101, 2009; Lysosomal acid glucosylceramidase (Homo sapiens), P04062;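 note: 0% = full enzyme activity and -100% = no enzyme basal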
FEN1 inhibitor: qHTS Assay for the Inhibitors of Human Flap endonuclease 1 (FEN1); P39748; Recombinant FEN1 flap cleavage, fluorescence, 15 min; Potency, µM (top dose mostly 114 µM), for inactives: top-dose activity change, negative = inhibition, actives largely listed as inhibitors; 0.35% of 390,000 active; note: nearly all actives have a fitted effect of over 65% in size
Target sequence (P39748 whole entry, looked up): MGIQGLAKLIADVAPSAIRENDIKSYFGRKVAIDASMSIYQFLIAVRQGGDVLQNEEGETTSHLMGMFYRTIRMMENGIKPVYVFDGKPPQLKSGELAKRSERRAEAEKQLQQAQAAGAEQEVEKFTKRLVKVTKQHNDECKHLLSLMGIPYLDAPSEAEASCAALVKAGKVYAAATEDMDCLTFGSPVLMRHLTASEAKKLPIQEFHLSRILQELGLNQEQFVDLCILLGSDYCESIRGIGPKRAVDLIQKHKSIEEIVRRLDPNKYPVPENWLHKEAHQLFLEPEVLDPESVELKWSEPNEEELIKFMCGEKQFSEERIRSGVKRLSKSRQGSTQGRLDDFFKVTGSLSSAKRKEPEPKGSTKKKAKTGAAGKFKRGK
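FEN1 at 10 nM, compound pretreatment for 15 min (room temperature), 50 nM final substrate to initiate; endpoint reads at 0 and 15 min; DMSO-only plates used as vehicle background.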
TDP1 block: qHTS Assay for Inhibitors of Tyrosyl-DNA Phosphodiesterase (TDP1) | Potency, µM (series often up to 130 µM), inactives show top-dose activity change, negative = inhibition, hits mostly inhibitors | recombinant TDP1, AlphaScreen DNA substrate cleavage | 0.28% of 350,000 active | AID 485290, 2010 | Tyrosyl-DNA phosphodiesterase 1 (Homo sapiens), Q9NUW8; note: nearly all actives have a fitted effect of over 40% in size
Target sequence (Q9NUW8 whole entry, looked up): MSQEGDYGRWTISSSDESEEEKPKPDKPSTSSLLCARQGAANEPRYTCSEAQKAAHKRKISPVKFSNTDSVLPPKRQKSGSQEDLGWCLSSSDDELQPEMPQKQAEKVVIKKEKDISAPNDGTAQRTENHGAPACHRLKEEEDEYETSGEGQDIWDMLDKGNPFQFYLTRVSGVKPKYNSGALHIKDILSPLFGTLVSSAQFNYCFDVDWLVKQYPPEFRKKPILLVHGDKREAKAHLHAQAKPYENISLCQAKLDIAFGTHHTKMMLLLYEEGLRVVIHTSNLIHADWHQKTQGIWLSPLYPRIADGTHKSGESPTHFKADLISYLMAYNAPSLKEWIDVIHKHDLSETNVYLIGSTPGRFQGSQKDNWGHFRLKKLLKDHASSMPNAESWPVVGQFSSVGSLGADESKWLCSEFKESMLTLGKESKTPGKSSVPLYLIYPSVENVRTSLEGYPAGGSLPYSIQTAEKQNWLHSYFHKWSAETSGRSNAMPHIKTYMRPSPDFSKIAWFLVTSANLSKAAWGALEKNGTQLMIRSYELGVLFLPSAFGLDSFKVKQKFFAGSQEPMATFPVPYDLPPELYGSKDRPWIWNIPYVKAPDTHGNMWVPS
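Compounds were preincubated with Tdp1 (1 nM final) for 15 min at room temperature before substrate (15 nM final) started a 5 min reaction; beads (10 ug/ml final) were then added for 10 min before AlphaScreen detection.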
* hit, by the source's call; ? = inconclusive; . = no result given; & = joins results of further samples; [ ] = remark or other dose. Calls come from the whole dose curve; as a rule, active = well fitted curve in the direction sought with a large enough effect; inconclusive = small, poorly fitted or top-dose-only effect, or another doubt; inactive = no such curve, though single readings can be large; an effect the other way counts as inactive or inconclusive. Unless noted, % is set by controls: 0 for no effect and ±100 for the full control effect; potency is the fitted concentration of half-maximal effect. Rows were taken by chance; overall some 0.53% were active at least once.

SMILES | N370S GC | FEN1 inhibitor | TDP1 block
COc1ccc(Br)cc1C(=O)Nc1ccc(N2CCN(S(C)(=O)=O)CC2)cc1 | 1% | 0% | 0%
O=C(Nc1ccc(F)cc1F)Nc1ccc(F)cc1F | -24% | 7% | 1%
COCc1cc(OC)nc(-c2csc(C)n2)n1 | 6% | 17% | 0%
CCn1c(=O)c(=O)[nH]c2cc(C(=O)N3CCN(c4ccccc4F)CC3)ccc21 | 6% | 3% | 2%
CC(=O)c1ccccc1OCCn1nc(C(=O)O)c2ccccc2c1=O | 1% | -31% | 9%
CCN1C(=O)[C@H]2[C@@H](c3ccc(OC)cc3)N3C(=O)CN(CC4CC4)C(=O)[C@@]3(C)[C@H]2C1=O | -1% | -12% | .
Cc1ccc(NC(=O)NNC(=O)C2CC(c3cccnc3)=NO2)cc1 (stereo not given) | 0% | 2% | -2%
CC(c1ccon1)N(C)Cc1c(C(=O)N(C)Cc2ccccc2)nc2ccccn12 (stereo not given) | -2% | 4% | 0%
COc1ccc(C2(c3ccc(OC)cc3)NC(=O)N(Cn3nnc4ccccc4c3=O)C2=O)cc1 | -14% | -18% | 3%
Cc1ccc(S(=O)(=O)c2c[nH]c3ccc(Cl)cc3c2=O)cc1 | -13% | 2% | .
CCCCN(C)CCNC(=S)Nc1ccc2nc(N3CCN(CC)CC3)cc(C)c2c1 | 2% | -18% | .
COc1ccc(S(=O)(=O)N2CCCCCC2)cc1C(=O)N(C)Cc1c(F)cccc1Cl | . | -12% | 0%
COC(=O)c1ccc(CNCC(O)COc2ccc(-c3ccccc3)cc2)cc1 (stereo not given) | -22% | 0% | -8%
Clc1ccccc1CSc1nncn1NC/C=C/c1ccccc1 | 11% | -17% | 3%
COc1cccc(/C=C2/CN(C)CC3=C2OC(N)=C(C#N)C3c2cccc(OC)c2)c1 (stereo not given) | -27% | ? | 10%
CCOc1ccccc1N(CC(=O)NCc1ccncc1)S(=O)(=O)c1ccccc1 | -11% | 2% | .
Cc1ccc(C(=O)Nc2ccccc2C(=O)OCc2cc(=O)n3nc(C4CC4)sc3n2)cc1 | . | 1% | 4%
CCNS(=O)(=O)c1ccc(NC(=O)c2ccccc2OCC)cc1 | 0% | 15% | -2%
Cn1c(=O)n(Cc2ccccc2F)c(=O)c2c1nc1n2CCCN1CCc1ccccc1 | -4% | -2% | 4%
COC(=O)c1ccccc1S(=O)c1snnc1C (stereo not given) | 0% | 3% | 0%
Cc1ccc(C)c(N2CCN(S(=O)(=O)c3ccc(-c4cnc(C5CC5)o4)cc3)CC2)c1 | . | 5% | -1%
CCOC(=O)N1CCN(C(=O)CN(Cc2ccc(Cl)cc2)S(=O)(=O)c2ccc(C)cc2)CC1 | -1% | -3% | -1%
COc1ccc(NC(=O)C2CCN(C(=O)c3cccs3)CC2)c(OC)c1 | 7% | -11% | 3%
CC(OC(=O)C1CCN(S(=O)(=O)c2ccc(Cl)cc2)CC1)C(=O)NC1CCCCC1C (stereo not given) | -1% | 1% | 5%
O=S(=O)(NC(=NC1CCCCC1)c1ccccc1F)c1ccccc1 | 1% | 10% | .
Next section.
SMILES | N370S GC | FEN1 inhibitor | TDP1 block
Cc1cccc(C)c1OCC(=O)NNC(=O)CCNC(=O)c1ccco1 | 0% | 0% | .
COc1cccc(NC(=O)C(Sc2nnc(Nc3ccccc3C)s2)c2ccccc2)c1 (stereo not given) | 6% | -8% | 3%
COc1cc(Cl)c(C)cc1NC(=O)Cc1cccs1 | -4% | 4% | .
COc1cc2c(cc1OC)CN(C(=O)c1ccc(S(=O)(=O)N(C)c3ccccc3)cc1)CC2 | -5% | -5% | 6%
CCOc1cc(CNc2ncn[nH]2)ccc1OCC(=O)NC(C)(C)C | -19% | 3% | 0%
O=C(NCc1ccccc1C(F)(F)F)C1CC(c2ccc(C(F)(F)F)cc2)=NO1 (stereo not given) | -9% | -25% | -2%
CNc1oc(/C=C/c2cc(OC)c(OC)c(OC)c2)nc1C#N | . | -5% | 7%
O=C(NCCc1ccccc1)c1ccc(CSc2nc3cccnc3n2Cc2ccccc2F)cc1 | . | ? | 7%
COc1cc(CC(=O)Nc2sc3c(c2C(N)=O)CCCC3)cc(OC)c1OC | -6% | 0% | 0%
CCOCC(=O)Nc1ccc(F)c(F)c1 | 5% | 8% | -3%
CCCn1nnnc1SCC(=O)NNC(=O)C1CCCCC1 | 2% | . | -2%
COc1cc(C)c(CNc2cc(C)cc(C)c2)cc1C | 10% | -20% | 3%
CC(=O)Nc1ccc(NC(=O)CNC(=O)COc2ccccc2)cc1 | 3% | -1% | 0%
CCC(C)(C)n1nnnc1C(c1cc2cc(C)ccc2[nH]c1=O)N1CCCc2ccccc21 (stereo not given) | 9% | -1% | 0%
CCN(CC)C(=O)c1ccc(-c2nnc(Nc3cccc(O)c3)c3ccccc23)cc1 | -14% | -7% | .
Cc1ccc2cc(NC(=O)CC(CC(=O)O)c3ccccc3)ccc2n1 (stereo not given) | -11% | -9% | .
CC(C)c1ccccc1NC(=O)CN(c1ccccc1)S(=O)(=O)N(C)C | . | -4% | 0%
CCCC[C@H]1C[C@@H]1[C@@H]1N(C(C)=O)[C@H](c2cccc(OC)c2)CC12CC2 | 3% | . | -1%
C#CCSc1nnc(-c2ccc(OC)cc2)o1 | -22% | 6% | -4%
CC(C)C(=O)NNc1nc2ccccc2s1 | 5% | 3% | 0%
CC(C)(C)c1ccc(C(=O)Nc2ccc(Cl)cc2)cc1 | 7% | 6% | 3%
COc1cccc(N2CCN(C(=O)c3c(C)nn(-c4ccccc4)c3C)CC2)c1 | -10% | -9% | 8%
OCCCCC#Cc1c(-c2ccsc2)sc2ccccc12 | 3% | -11% | .
CCCn1c(C(C)Nc2nc(-c3ccc(C)cc3)cs2)nc2ccccc21 (stereo not given) | 1% | ? | .
Cc1cccc(N2CCN(Cc3cnc(Cl)s3)CC2C)c1 (stereo not given) | -16% | -6% | 2%
Following part:
SMILES | N370S GC | FEN1 inhibitor | TDP1 block
CCOCCc1nnc(NC(=O)Cc2c(F)cccc2Cl)s1 | -13% | 16% | 0%
O=C(Nc1ncn[nH]1)c1ccc(Cl)c(S(=O)(=O)Nc2ccc(Cl)cc2)c1 | -1% | 0% | 7%
COc1ccc(C(=O)C2CCCN(C(=O)COc3ccc(C(C)=O)cc3)C2)cc1F (stereo not given) | 9% | 2% | 3%
CCOc1ccc(N(CC(=O)NCC2CCCO2)S(=O)(=O)c2ccc(Cl)cc2)cc1 (stereo not given) | -2% | -8% | -1%
COc1cccc(N2CCN(c3ncnc4c3c(-c3ccccc3)cn4-c3ccc(C)cc3)CC2)c1 | . | 11% | 3%
C=CCc1cccc2cc(C(=O)N3CCN(C(=O)c4ccco4)CC3)c(=O)oc12 | 0% | -1% | 3%
Cc1ccc(C(=O)Nc2cc(Cl)ccc2N2CCCCC2)s1 | 10% | -7% | -4%
NS(=O)(=O)c1ccc(C(=O)Nc2ccc(-c3nc4cccnc4s3)cc2)cc1 | 0% | 6% | .
CCc1nccn1S(=O)(=O)c1cc(Br)ccc1OC | -2% | -4% | 9%
COc1ccc(/C=N/NC(=O)c2c(C)nnn2-c2nonc2N)cc1OC | -20% | -1% | 1%
COCCN(CC(=O)Nc1cccc(C)c1C)C(=O)c1cc(S(=O)(=O)N2CCCC2)ccc1C | . | -3% | -6%
OC(CNCCc1ccc(Cl)cc1)COc1ccc2ccccc2c1 (stereo not given) | -14% | -14% | 8%
C#Cc1ccc(C(=O)Nc2ccc(N3CCC(C)CC3)c(C(N)=O)c2)cc1 | 4% | -12% | -2%
NS(=O)(=O)c1ccc(NC(=O)CN2CCN(S(=O)(=O)c3ccc(F)cc3)CC2)cc1 | -21% | -26% | 4%
O=C(NC1CCCC1)c1ccccc1-c1ccccc1 | 0% | 1% | -3%
NS(=O)(=O)c1ccc(N2N=C(c3ccccc3)CC2c2cccc(Br)c2)cc1 (stereo not given) | . | -2% | -4%[56.1 µM]
O=c1cc(-c2ccc(O)c(O)c2)oc2cc(OC3OC(CO)C(O)C(O)C3O)cc(O)c12 (stereo not given) | -17% | . | 8%[56.1 µM]
COc1ccc(Cl)cc1S(=O)(=O)N(C)CC(=O)NCc1ccccn1 | -11% | -2% | 5%
C/C(N)=C(/C#N)C(=O)COC(=O)C1Cc2ccccc2CN1S(C)(=O)=O (stereo not given) | -2% | 0%&3% | ?
COCCN(C(=O)COC(=O)C1COc2ccccc2O1)c1c(N)n(Cc2ccccc2)c(=O)[nH]c1=O (stereo not given) | -1% | -3% | .
Cc1cc(C)cc(NC(=O)N2CCCC2C(=O)Nc2ccc(-n3cnnn3)c(C)c2)c1 (stereo not given) | 3% | 8% | 4%
Cc1ccc(C(=O)NCc2nnc(SCC(=O)Nc3sc4c(c3C#N)CCCC4)n2C)cc1 | 25% | -10% | -1%
O=C(COC(=O)CCN1C(=O)C2CC=CCC2C1=O)Nc1ccc(Cl)cc1F (stereo not given) | . | -4% | 0%
CC(=O)c1c(C)[nH]c(C(=O)N2CCN(C(=O)c3ccco3)CC2)c1C | 7% | 5% | 2%
CC(C)CNC(=O)N1CCN(S(=O)(=O)c2ccc3c(ccn3C)c2)CC1 | . | 10% | 2%
O=c1c2sccc2nc(SCc2ccc([N+](=O)[O-])cc2)n1Cc1ccccn1 | 23% | -15% | 0%
COc1ccc(CC(=O)Nc2cccc(-c3nnc(-c4cccc(C)c4)o3)c2)cc1OC | 16% | -6% | 7%
COc1ccc(-c2cn(CCCOCc3ccccc3)nn2)cc1 | ? | -3% | .

Of the compounds above, these contain a Cl atom:
SMILES | N370S GC | FEN1 inhibitor | TDP1 block
Cc1ccc(S(=O)(=O)c2c[nH]c3ccc(Cl)cc3c2=O)cc1 | -13% | 2% | .
COc1ccc(S(=O)(=O)N2CCCCCC2)cc1C(=O)N(C)Cc1c(F)cccc1Cl | . | -12% | 0%
Clc1ccccc1CSc1nncn1NC/C=C/c1ccccc1 | 11% | -17% | 3%
CCOC(=O)N1CCN(C(=O)CN(Cc2ccc(Cl)cc2)S(=O)(=O)c2ccc(C)cc2)CC1 | -1% | -3% | -1%
CC(OC(=O)C1CCN(S(=O)(=O)c2ccc(Cl)cc2)CC1)C(=O)NC1CCCCC1C (stereo not given) | -1% | 1% | 5%
COc1cc(Cl)c(C)cc1NC(=O)Cc1cccs1 | -4% | 4% | .
CC(C)(C)c1ccc(C(=O)Nc2ccc(Cl)cc2)cc1 | 7% | 6% | 3%
Cc1cccc(N2CCN(Cc3cnc(Cl)s3)CC2C)c1 (stereo not given) | -16% | -6% | 2%
CCOCCc1nnc(NC(=O)Cc2c(F)cccc2Cl)s1 | -13% | 16% | 0%
O=C(Nc1ncn[nH]1)c1ccc(Cl)c(S(=O)(=O)Nc2ccc(Cl)cc2)c1 | -1% | 0% | 7%
CCOc1ccc(N(CC(=O)NCC2CCCO2)S(=O)(=O)c2ccc(Cl)cc2)cc1 (stereo not given) | -2% | -8% | -1%
Cc1ccc(C(=O)Nc2cc(Cl)ccc2N2CCCCC2)s1 | 10% | -7% | -4%
OC(CNCCc1ccc(Cl)cc1)COc1ccc2ccccc2c1 (stereo not given) | -14% | -14% | 8%
COc1ccc(Cl)cc1S(=O)(=O)N(C)CC(=O)NCc1ccccn1 | -11% | -2% | 5%
O=C(COC(=O)CCN1C(=O)C2CC=CCC2C1=O)Nc1ccc(Cl)cc1F (stereo not given) | . | -4% | 0%
